From PubChem
Lipid storage S3: qHTS Assay for Lipid Storage Modulators in Drosophila S3 Cells; Drosophila S3 cells, BODIPY lipid droplet fluorescence, 18-24 h; cells fed with added oleic acid; lipid storage change, negative = inhibition, % at the top dose, mostly 46.1 µM; hits show Potency in µM; 320,000 compounds, 0.64% hits; AID 2685; active means well fitted inhibition curve with a large enough effect in the signal ratio, with a control signal flat, not every such curve was filed as active; inconclusive means small, poorly fitted or top-dose-only effect, or effect the other way, or a change in a side signal; the % refers to the signal ratio
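Laser-scanning cytometry quantifies lipid droplet accumulation (500–530 nm total intensity; droplet/cell object ratio) in oleic acid-fed (400 uM added) Drosophila S3 cells treated with a concentration series. 20 uM Triacsin C defined 100% inhibition.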
Lipid storage S3 cell count max: second read-out of Lipid storage S3, no call of its own (marks repeat the call); cell number change, %; measured here: cell count max response;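 cells counted by Cell Tracker Red CMTPX staining in the red channel; peak over a dose series mostly up to 46.1 µM; percent activity relative to internal control wells on each plate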
* hit, by the source's call; i = inactive; ? = inconclusive; . = no result given. On the % scale 0 is the no-effect control and ±100 the full control effect; potency means the concentration at half of the fitted maximal effect. Some of the compounds tested. The share of hits here may be higher or lower than overall.

mol	Lipid storage S3	Lipid storage S3 cell count max
Cc1c(Br)c([N+](=O)[O-])nn1CC(=O)N1CCN(C23CC4CC(CC(C4)C2)C3)CC1	-13.5%	11.0
Cc1onc(-c2ccccc2)c1C(=O)N[C@@H]1C(=O)N2[C@@H]1SC(C)(C)[C@@H]2C(=O)O	-1.0%	.
COc1ccccc1C(=O)NCC(=O)Nc1cccnc1	?	.
CC(c1nnnn1C(C)(C)C)N(Cc1cccnc1)Cc1ccccc1Cl (stereo not drawn)	?	.
CCOc1ccc2nc(N3CCC(C(=O)N4CCN(c5ncccn5)CC4)CC3)sc2c1	8.1%	-0.6
CCC(C)(C(=O)NC1CCCC1)N(C(=O)Cc1cccs1)c1c(C)n(C)n(-c2ccccc2)c1=O (stereo not drawn)	-0.3%	1.3
COc1ccc(N2CCN(C(=O)C3COc4ccccc4O3)CC2)cc1 (stereo not drawn)	i	10.5
COc1ccc(/C=C(\C#N)c2cc(OC)c(OC)cc2[N+](=O)[O-])cc1	12.5%	5.3
COc1cc(CNc2ccccc2)c([N+](=O)[O-])cc1OC	?	.
CCOC(=O)C1CCCN(C(=O)Nc2ccccc2)C1 (stereo not drawn)	?	.
COc1ccccc1NC(=O)Nc1nc2ccc(S(N)(=O)=O)cc2s1	?	.
Cc1ccccc1C(=O)Nc1ccc(N2CCN(C)CC2)nc1	?	.

Quoted from the listing.
Result of COc1ccc(/C=C(\C#N)c2cc(OC)c(OC)cc2[N+](=O)[O-])cc1 in Lipid storage S3: 12.5%
Result of CCC(C)(C(=O)NC1CCCC1)N(C(=O)Cc1cccs1)c1c(C)n(C)n(-c2ccccc2)c1=O (stereo not drawn) in Lipid storage S3: -0.3%
Result of Cc1onc(-c2ccccc2)c1C(=O)N[C@@H]1C(=O)N2[C@@H]1SC(C)(C)[C@@H]2C(=O)O in Lipid storage S3: -1.0%

5 entries picked at random from the list so far, as already listed:
mol	Lipid storage S3	Lipid storage S3 cell count max
COc1cc(CNc2ccccc2)c([N+](=O)[O-])cc1OC	?	.
Cc1onc(-c2ccccc2)c1C(=O)N[C@@H]1C(=O)N2[C@@H]1SC(C)(C)[C@@H]2C(=O)O	-1.0%	.
COc1ccc(N2CCN(C(=O)C3COc4ccccc4O3)CC2)cc1 (stereo not drawn)	i	10.5
CCOc1ccc2nc(N3CCC(C(=O)N4CCN(c5ncccn5)CC4)CC3)sc2c1	8.1%	-0.6
COc1ccc(/C=C(\C#N)c2cc(OC)c(OC)cc2[N+](=O)[O-])cc1	12.5%	5.3

Later entries:
mol	Lipid storage S3	Lipid storage S3 cell count max
C#CCOCCOCCOCCNc1nc(N2CCN(C(=O)[C@H](CCCCN)n3cc([C@@H](N)CC(C)C)nn3)CC2)nc(N2CCN(C(=O)[C@H](Cc3cc4ccccc4[nH]3)n3cc([C@@H](N)Cc4ccc(O)cc4)nn3)CC2)n1	8.9%	-7.0
Cn1c(SCc2nnc(-c3ccccc3)o2)nc2ccccc21	2.7%	-9.5
Cc1cc([N+](=O)[O-])c(C(C)(C)C)cc1N	?	.
CCCN1CNC(=S)N(c2cccc(C)c2C)C1	6.6%	-2.2
CCOC(=O)CCSCC(=O)Nc1nnc(C)s1	?	.
COCCN1C(=O)C(O)=C(C(=O)c2cccs2)C1c1ccccc1 (stereo not drawn)	16.1%	-8.1
O=C(CNc1ccc2ccccc2c1)N/N=C/c1ccc(C(=O)O)cc1	-3.7%	.
O=C(Nc1ccc2c(c1)OCO2)O[C@@H]1C[C@H]2CCC(=O)N3CC[C@@H](C1)[C@@H]23	i	2.3
CC(=O)Nc1ccccc1OCc1nnc(-c2ccc(Cl)cc2)o1	?	.
O=C(COc1ccccc1)Nc1ccccc1Oc1ccccc1	-10.4%	19.9
Cc1ccsc1/C=N/n1c(-c2ccncc2)n[nH]c1=S	?	.
COc1ccc(-n2c(O)c(C=NCc3ccccn3)c3ccccc3c2=O)c(OC)c1	?	.
COc1ccccc1N1CCN(C(=O)c2cn(Cc3ccccc3)nc2-c2cccnc2)CC1	31.5%	1.6
O=C(CCNS(=O)(=O)c1ccccc1)NCC1CCCCC1	?	.
CN(CCOc1ccccc1)CC(=O)Nc1ccc(Cl)cc1[N+](=O)[O-]	?	.
COc1cc([C@@H]2CC=C(C(=O)O)CN2S(=O)(=O)c2ccc(C)cc2)cc(OC)c1OC	?	.
N#CC1(C#N)[C@@H](C(=O)C23CC4CC(CC(C4)C2)C3)C12CCOCC2	?	.
Cc1c(-c2c(C#N)c(N)nc3c2CCCCCC3)cnn1C	?	.
CCn1cc(C2C(C(=O)Nc3cc(C)ccn3)=C(C)NC3=C2C(=O)CC(C)(C)C3)c(C)n1 (stereo not drawn)	-3.8%	-9.0
O=C(CCc1ccccc1)OCCOC(=O)CCc1ccccc1	i	9.0
Cc1ccc(NC(=O)Cc2nnc(SCC(=O)NC3CCCC3)n2C)cc1	23.9%	-27.6
COc1ccc(S(=O)(=O)Oc2c(OC)cc(C(=S)N3CCOCC3)cc2OC)cc1	-22.5%	-14.0
CCN=C1S/C(=C/c2ccc(-c3ccc(F)cc3)o2)C(=O)N1CC	18.4µM*	4.5*
Cc1ccccc1C(=O)Nc1ccnn1C1CCN(Cc2ccc(CO)o2)CC1	?	.
CCN1CCN(CCNC(=O)Cn2c(=O)c3cccn3c3ccc(F)cc32)CC1	0.6%	7.4
Cc1ccc(CNC(=O)CN(c2ccc(C)cc2)S(=O)(=O)c2c(C)n[nH]c2C)cc1	i	5.7
CC(C)c1ccc(C2c3[nH]c4ccccc4c3C[C@H]3C(=O)N(c4ccccc4C(=O)N4CCC[C@H]4C(=O)O)C(=O)N23)cc1 (stereo partly drawn)	?	.
O=c1c2c3nc4ccccc4nc3n(-c3ccc4c(c3)OCCO4)c2ncn1CC1CCCO1 (stereo not drawn)	?	.
CCC(=O)N1CCN(c2ccc(Cl)cc2NC(=O)c2ccc([N+](=O)[O-])o2)CC1	5.8µM*	-10.1*
COc1ccc(-c2cc(CC3(C(=O)O)CCN(C(=O)OC(C)(C)C)CC3)on2)c(OC)c1	?	.
CC(=O)NCC1COc2ccccc2O1 (stereo not drawn)	-5.2%	-7.6
CCN(CC)c1ccc(/C=N/NC(=O)c2ccc3c(c2)OCCO3)cc1	i	.
O=C(COc1ccccc1)Nc1ccc2c(c1)nc1n2CCOC1	?	.
O=C(/C=C/c1ccc(F)cc1)c1ccccc1Br	?	.
Nc1nc2n(n1)C(c1ccccc1)CC(c1ccc(F)cc1)N2 (stereo not drawn)	?	.
CC(Oc1cc2oc(=O)c3c(c2cc1Cl)CCCC3)C(=O)NCCN1CCOCC1 (stereo not drawn)	-13.4%	4.5
COc1ccc(-c2nnc(SCC(=O)Nc3cc(C)on3)n2N)cc1OC	1.6%	-9.9
Cc1cccc(NS(=O)(=O)c2ccc(C)c(C(=O)OCC(=O)Nc3cc(C)on3)c2)c1	?	.
O=C(O)c1cc(N=Nc2c(O)ccc3ccccc23)cc(C(=O)O)c1	-24.9%	0.3
COCCCN=Cc1c(C)[nH]n(-c2ccc(Br)cc2Br)c1=O	-0.5%	2.8
O=S(=O)(/C(=C/c1ccc(C(F)(F)F)cc1)c1nc2ccccc2[nH]1)c1ccccc1	?	.
Cn1c(COc2ccc([N+](=O)[O-])cc2)nnc1SCC(=O)NCC1CCCO1 (stereo not drawn)	?	.
O=C(O)CC/C(=N/Nc1ncc(C(F)(F)F)cc1Cl)C(=O)O	?	.
Cc1ccc(C)c2nc(SCC(=O)Nc3ccc4c(c3)OCO4)c(C#N)cc12	15.3%	3.1
CC(C)COP(=O)(c1ccc(N(C)C)cc1)C(O)c1ccccn1 (stereo not drawn)	1.8%	12.7
N/C(=N\OC(=O)CCCCCN1C(=O)c2ccccc2C1=O)c1ccccn1	?	.
Cc1ccc(OC(C)C(=O)Nc2ccc(C)c(S(=O)(=O)Nc3ccc(C)cc3C)c2)cc1 (stereo not drawn)	17.1%	.
Cc1ccc(/C=N/NC(=O)Cn2nccc2C)o1	-6.0%	-18.1
CCCOc1ccc(/C=C/C(=O)NCc2ccccc2)cc1	?	.
COc1ccc(NC(=O)NC(C)C2CC3CCC2C3)cc1 (stereo not drawn)	-14.0%	-4.2
CN(C)CCN1C(=O)C(=O)/C(=C(/O)c2ccc(F)cc2)C1c1ccccc1 (stereo not drawn)	?	.
O=C(Cn1nnc2ccccc21)OCC(=O)c1ccccc1	-10.0%	-10.5
CC(NC(=O)c1ccc(Cl)cc1Cl)C(c1ccccc1)N1CCOCC1 (stereo not drawn)	?	.
O=Cc1ccc(OC(=O)Cc2ccc(F)cc2)cc1	i	27.0
O=C(CSc1nnc(-c2cccs2)n1-c1ccccc1)NCc1ccc2c(c1)OCO2	?	.
CCOc1ccc(Cl)cc1S(=O)(=O)N1CCN(c2ccc(F)cc2)CC1	?	.
COc1cc(Nc2nc3ccc(Cl)cc3n3cnnc23)cc(OC)c1OC	?	.
COc1ccc(NC(=O)CCn2c(=O)c3cccn3c3ccccc32)cc1	i	-20.6
Cc1ccc(NC(=O)c2ccc(S(=O)(=O)N3CCOCC3)cc2)cc1	?	.
CCOC(=O)c1ccc(COC(=O)CNS(=O)(=O)c2ccccc2)cc1	5.8%	-4.0

(list continues)
mol	Lipid storage S3	Lipid storage S3 cell count max
COc1cccc(/C=N\NC(=O)c2ccc(Cn3cc(Br)c([N+](=O)[O-])n3)o2)c1O	?	.
O=C(Nc1ccc(S(=O)(=O)NC2CCCC2)cc1)c1cnccn1	?	.
O=C(O)c1cccc(N/N=C/c2ccc(OC(F)(F)F)cc2)c1	0.4%	6.2
CSCC[C@H](NC(=O)CC(C)(C)C)c1nc2ccccc2[nH]1	?	.
COc1ccc(C)cc1S(=O)(=O)N(C)CC(=O)NCc1ccco1	?	.
NC(=O)c1ccccc1N/C=C/C(=O)c1ccc(Cl)cc1	?	.
COc1ccc(C(=O)/C=C/c2ccc(-c3ccccc3)cc2)cc1CSCC(=O)O	?	.
Cc1cccc(NS(=O)(=O)c2cccc(C(=O)N3CCCC(C(F)(F)F)C3)c2)c1 (stereo not drawn)	22.8%	.
CC1(C)CNC(=O)CC(C)(C)N1O	-14.7%	-14.5
O=C(Nc1cnn(Cc2ccccc2)c1)c1cc2nc(-c3ccco3)cc(C(F)(F)F)n2n1	4.3%	1.0
Cc1nc2cc3sc(C)nc3cc2s1	-10.2%	-6.7
CN1CCN(Cc2nc3ccccc3c(=O)n2Cc2nc(-c3ccc4ccccc4c3)cs2)CC1	?	.
COc1ccccc1NC(=O)c1cc2c(=O)n(C)c3ccccc3c2n1C	?	.
COc1ccc(C2/C(=C(\O)c3ccc4c(c3)OCCO4)C(=O)C(=O)N2c2nc(C)c(C(C)=O)s2)cc1 (stereo not drawn)	?	.
CCOC(=O)c1[nH]c2cc3c(cc2c1NC(=O)CN1CCc2ccccc2C1)OCO3	?	.
O=C(O)Cn1nc(-c2ccccc2)ccc1=O	?	.
COCCCn1c(SCC(=O)Nc2oc(C)c3c(C)n[nH]c(=O)c23)nc2sc3c(c2c1=O)CCC3	?	.
CCN(CC)C(=O)c1c(-c2ccccc2)oc2ccc(OC)cc12	?	.
C/C(=N\NC(=O)c1cc(C)[nH]n1)c1ccc(-c2ccccc2)cc1	?	.
Cc1ccccc1-c1nc(CS(=O)(=O)CC(=O)NC2CCCCC2C)c(C)o1 (stereo not drawn)	?	.
Cc1nc2ccccc2n1Cc1ccc(Cl)cc1	?	.
NS(=O)(=O)c1ccc(NC(=O)COC(=O)CCNC(=O)NC23CC4CC(CC(C4)C2)C3)cc1	?	.
Cc1cccc(C)c1NC(=O)C1(NC(=O)c2cnccn2)CCCCC1	?	.
CS(=O)(=O)N(CC(=O)NC1CC2CCC1C2)c1ccc(Oc2ccccc2)cc1 (stereo not drawn)	?	.
O=C1C(=O)N(CCO)C(c2ccccc2[N+](=O)[O-])/C1=C(\O)c1ccccc1 (stereo not drawn)	-4.5%	27.4
CCOc1ccccc1-n1nnnc1SCC(=O)NCc1ccco1	?	.
CC1CN(Cc2nc3c(c(=O)n(C)c(=O)n3C)n2CCCO)CC(C)O1 (stereo not drawn)	-4.8%	7.2
Cc1ccc(/C=N/NC(=O)C[n+]2ccccc2)s1	9.6%	-0.5
O=C(Cc1cccs1)N(c1ccccc1)C1C=CS(=O)(=O)C1 (stereo not drawn)	?	.
CC(C)(C)c1ccc(OCC(=O)N2CCN(c3ncccn3)CC2)cc1	?	.
CC(=O)Nc1ccc(S(=O)(=O)N2CCN(C(=O)c3ncoc3-c3ccc(C)cc3)CC2)cc1	?	.
O=C(C1CC1)N(Cc1ccco1)c1nc(-c2ccccc2)cs1	10.3%	-34.3
Cc1ccn2c(C(=O)CSc3ccc(Cl)cc3Cl)c(C)nc2c1	?	.
O=C(Nc1cc(Cl)cc(Cl)c1)N1CCCC1	-14.9%	4.0
COc1cc(OC)cc(C(=O)N2CCN(C(=O)c3cccc(F)c3)CC2)c1	?	.
Cc1ccc(OCC(=O)N2CCN(S(=O)(=O)c3ccccc3)CC2)c([N+](=O)[O-])n1	1.5%	6.4
CS(=O)(=O)c1ccc(SCC(=O)NC2CCS(=O)(=O)C2)c([N+](=O)[O-])c1 (stereo not drawn)	?	.
